Screening data deposited in PubChem by several laboratories.
TPT1 inhibitor: inhibitors of Candida albicans tRNA 2'-phosphotransferase TPT1 | AID 1962 | recombinant caTPT1, FP RNA substrate dephosphorylation | 0.81% of 300,000 active | inhibition, % at 5 µM;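 active = inhibition above the mean of all tested compounds plus 3 SD, set per screening campaign, cut at about 24% in these data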;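 also: plate controls were DMSO alone for no effect and ferristatin control at 100 nM for full effect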
PP5 primary: PP5 (human) phosphatase inhibition. AID 1987. purified PP5c, OMFP substrate fluorescence. 0.18% of 320,000 active. inhibition, % at 6.7 µM. P53041;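 active = inhibition above the campaign's mean inhibition across all tested compounds plus 3 SD, cut at about 9.5% in these data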;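 also: 0% = DMSO only and 100% = 100 µM cantharidin control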
Target sequence (P53041 whole entry, looked up): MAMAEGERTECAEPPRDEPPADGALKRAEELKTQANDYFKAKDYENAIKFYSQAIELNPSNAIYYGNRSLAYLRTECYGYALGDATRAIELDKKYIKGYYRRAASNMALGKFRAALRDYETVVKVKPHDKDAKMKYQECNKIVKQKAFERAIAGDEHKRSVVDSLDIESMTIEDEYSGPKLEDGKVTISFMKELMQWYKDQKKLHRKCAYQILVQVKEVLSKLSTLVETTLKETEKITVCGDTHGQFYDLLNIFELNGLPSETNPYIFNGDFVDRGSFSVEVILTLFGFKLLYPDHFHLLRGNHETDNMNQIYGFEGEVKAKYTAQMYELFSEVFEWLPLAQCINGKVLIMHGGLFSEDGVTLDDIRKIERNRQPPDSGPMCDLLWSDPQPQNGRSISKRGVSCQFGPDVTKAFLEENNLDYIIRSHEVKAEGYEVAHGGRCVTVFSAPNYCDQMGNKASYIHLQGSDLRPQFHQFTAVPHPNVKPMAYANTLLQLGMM
Efflux pump inh: inhibitors of Candida antifungal efflux pumps expressed in yeast; S. cerevisiae Candida pump triplex, Nile Red efflux; inhibition, % at 10 µM; 0.44% of 330,000 active; AID 485275;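 active = plate passing quality check with inhibition over a set limit, or well fluorescence over plate mean plus 4 SD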;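 also: Nile Red retained in pooled yeast measured as flow cytometry median fluorescence; 0% = buffer negative control and 100% = Enniatin B positive control; higher means more Nile Red kept so more efflux inhibition; some compounds called inactive have numbers as strong as hits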
PP1 counter: PP1-alpha (human) inhibition in PP5 counter-screen; P62136; purified PP1alpha, OMFP fluorescence; inhibition, % at 6.7 µM; 0.9% of 320,000 active;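 active = inhibition above the mean inhibition of all tested compounds plus 3 SD, computed separately for each screening campaign, cut at about 15% in these data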
proCasp7 act: activates human procaspase-7, counter-screen for procaspase-3 activators. P55210. recombinant procaspase-7, Ac-DEVD-pNA absorbance 405 nm; D23A/D198A/D206A triple mutant, cannot self-cleave; scale: DMSO 0, 5 µM enzyme 100. activation, % at 8.5 µM. 0.093% of 330,000 active. AID 463210;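 active = percent activation above the screen-wide mean plus 3 SD, cut at about 25% in these data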
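Material: Procaspase-7 triple mutant (PC-7 D3A) | Quantity: 2 µM procaspase-7 mutant as dispensed | Reagent: DEVD-pNA substrate | Times: 1 h preincubation, 2 h reaction | Technique: 405 nm absorbance of p-nitroaniline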
procasp3 activ: activators of human procaspase-3 | AID 463141 | P42574 | 0.11% of 330,000 active | activation, % at 8.5 µM | recombinant procaspase-3 D3A, Ac-DEVD-pNA absorbance 405 nm;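 active = activation above the mean of all tested compounds plus 3 SD, cut at about 21% in these data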;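 also: 0% = DMSO alone and 100% = DMSO wells spiked with extra 5 µM PC-3 D3A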
Target sequence (P42574 whole entry D9A/D28A/D175A): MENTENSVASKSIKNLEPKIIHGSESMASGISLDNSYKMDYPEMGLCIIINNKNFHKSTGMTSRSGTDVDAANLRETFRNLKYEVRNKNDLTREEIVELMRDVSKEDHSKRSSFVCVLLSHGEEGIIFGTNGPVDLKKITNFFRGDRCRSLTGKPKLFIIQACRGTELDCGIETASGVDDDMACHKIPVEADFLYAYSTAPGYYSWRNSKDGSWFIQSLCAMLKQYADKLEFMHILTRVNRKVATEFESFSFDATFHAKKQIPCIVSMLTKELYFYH
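Evaluation: percent activation relative to control range; Material: Procaspase-3 D3A mutant, all three cleavage aspartates alanine; Compound: single dose, 8.5 µM nominal compound, 0.8% DMSO; Replication: one well per compound; Signal: absorbance at 405 nm, 0 and 120 min; Schedule: 1 h preincubation plus 2 h reaction at 25 °C.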
HCV core dimer: blocks dimerization of HCV core protein; 0.33% of 300,000 active; TR-FRET GST/Flag-core106 dimerization, 1536-well; AID 1899; inhibition, % at 5 µM;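 active = inhibition above the mean of all tested compounds plus 3 SD, set per screening campaign, cut at about 45% in these data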
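System – GST-tagged and Flag-tagged HCV core protein residues 1-106 · Repeats – one well for each compound · Technique – TR-FRET 671 and 617 nm emission · Doses – one concentration, 5 µM, in 0.5% DMSO · Times – 4 h, 22.5 °C incubation · Also added – Eu donor and XL665 acceptor anti-tag antibodies · Measure – percent inhibition of core106 dimerization signal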
Fh CTSL1 inh: cathepsin L1 inhibition, PFM18AAP counter-screen. inhibition, % at 5.96 µM. recombinant F. hepatica cathepsin L1, Z-Leu-Arg-MCA fluorescence. 0.49% of 300,000 active;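 active = inhibition above the mean of all tested compounds plus 3 SD, set per screening campaign, cut at about 17% in these data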;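 also: 0% = plate median of test compound wells and 100% = 1 µM Z-Phe-Ala-diazomethylketone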
JMJD2C inh: blocks human GASC-1 demethylase activity; Q9H3R0; GST-JMJD2C(1-420) H3K9me3 demethylation, DELFIA europium; inhibition, % at 2.35 µM; 0.069% of 330,000 active;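 active = more than half of a compound's replicate wells show inhibition beyond 50%, single wells judged on their own value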;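 also: signal counts dimethyl H3K9 product captured on neutravidin plate; 0% = median of DMSO wells and 100% = 0.3 times that DMSO median; strong numbers were not always called active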
* marks the source's active call; other numbers are inactive results; x = no result given; & = joins results of further samples.

SMILES	TPT1 inhibitor	PP5 primary	Efflux pump inh	PP1 counter	proCasp7 act	procasp3 activ	HCV core dimer	Fh CTSL1 inh	JMJD2C inh
CCCC(=O)OCC(=O)NCc1ccc(Cl)cc1	1	3.7	0.1	-4	9	6	1	1	39
Cc1cc(Nc2ccccc2)n(CCC#N)n1	-1	0.0	0.0	-2	6	3	-9	1	4
Cc1[nH]c2ccccc2c(=O)c1CN1CCCCC1	4	4.4	0.1	-1	11	4	-1	-2	x
O=P(c1ccccc1)(c1ccccc1)N(c1ccccc1)c1ccccc1	0	1.8	0.1	3	1	8	11	3	-8
CCN(CC(=O)Nc1c(F)cccc1F)C(=O)Cc1c(C)nc2ccccc2c1C	x	1.5	0.0	-1	12	5	x	x	-4
COC(=O)c1nn(-c2ccc(C)cc2)c2nnc(Cc3ccccc3)c(=O)n12	1	1.4	0.3	2	1	2	0	-5	-9
CCOC(=O)C1CCCN(C(=O)C2CC(=O)N(c3ccc(C)cc3)C2)C1 (stereo unspecified)	-4	0.8	0.2	0	-2	6	-4	0	4
COc1cccc(CN2CC(C(=O)NCCn3ccc(C)n3)CCC2=O)c1 (stereo unspecified)	0	-0.8	0.0	2	9	5	1	3	5
CCOC(=O)c1oc2cc(O)ccc2c(=O)c1-c1ccccc1OC	2	-0.1	0.0	-4	3	15	1	-3	-1
COc1ccc(CCNC(=O)COC(=O)Cc2ccc(OC)cc2)cc1	-2	-1.0	-0.2	0	6	-5	3	0	-1
CCC1CSC(Nc2ccc(C(=O)/C=C/c3ccc(Oc4ccccc4)cc3)cc2)=N1 (stereo unspecified)	4	1.1	0.4	11	-2	-1	-1	5	-1
CCOC(=O)C1(CCc2ccccc2)CCN(C(=O)CN2CCOC2=O)CC1	-4	-0.5	-0.2	9	3	6	-2	1	6
COC(=O)c1ccc(CSc2nc3ccccc3c(=O)n2-c2cccc(OC)c2)o1	-1	-0.1	-0.2	1	11	8	3	1	97&1
O=C(c1ccc2c(c1)N(Cc1ccc(F)cc1)C(=O)c1ccccc1S2(=O)=O)N1CCN(c2ccccn2)CC1	-6	6.0	-0.1	7	1	-11	0	-2	-11
COc1ccccc1C(=O)Nc1ccccc1C(=O)N1CCCC1	-5	0.3	-0.1	0	4	4	-7	-4	3
O=c1cc(-c2ccsc2)oc2ccccc12	x	x	-0.5	x	5	13	x	x	1
Cc1csc(SCC(=O)Nc2sccc2C(N)=O)n1	-1	1.7	-0.1	1	-2	4	-5	4	3
COc1ccc(OC)c2c1sc(=NC(=O)C1COc3ccccc3O1)n2C (stereo unspecified)	1	-0.9	-0.1	-3	-5	10	12	-1	-1
Cc1csc(NC(=O)Cc2c(F)cccc2Cl)n1	-1	0.0	-0.1	-1	-5	3	-1	-2	-3
N=C1C(c2nc(-c3ccc(F)cc3)cs2)=C(O)CN1CCCN1CCOCC1	0	0.6	0.3	1	6	-3	-7	-1	-2
O=[N+]([O-])c1ccc2nc(-c3cccnc3)[nH]c2c1	2	2.1	0.1	-1	-12	3	-4	6	-18
C=C(C)COc1ccc(-c2[nH]ncc2Oc2ccccc2OC)c(O)c1	-4	5.5	-0.1	2	-5	0	2	2	-43
COc1ccccc1/C=C\C(=O)NCC(=O)N/N=C(/C)c1cccc([N+](=O)[O-])c1	3	0.9	-0.1	0	6	1	2	2	-7
O=[N+]([O-])c1cnc(Nc2ccccc2)nc1Nc1ccccc1	-3	3.4	0.1	1	1	0	12	1	-11
Cc1ccc(S(=O)(=O)N(CC(=O)Nc2cccc(N(C)S(C)(=O)=O)c2)c2ccc(Cl)c(Cl)c2)cc1	-2	2.7	-0.1	0	5	1	16	7	-3
SMILES	TPT1 inhibitor	PP5 primary	Efflux pump inh	PP1 counter	proCasp7 act	procasp3 activ	HCV core dimer	Fh CTSL1 inh	JMJD2C inh
CC(=O)NC1CC2CCC(C1)N2Cc1ccc(C)cc1 (stereo unspecified)	-2	-1.7	-0.2	0	11	3	-10	-1	0
CCn1c(CC(=O)Nc2ccc(C)cc2)nnc1SCC(=O)NCCc1ccccc1	4	4.4	0.3	-4	-6	2	3	-5	3
COc1ccc(S(=O)(=O)N2CCOCC2)cc1C(=O)N(C)Cc1ccccc1F	x	-0.6	0.0	1	0	-8	x	x	x
CC(=O)Nc1nc(C)c(CCC2OCCO2)c(=O)[nH]1	-1	0.2	-0.4	-3	-4	-3	-1	-2	4
CCOC(=O)C1=C(O)/C(=C/c2cc(OC)c(OC)c(OC)c2)N=C1C	-4	0.0	-0.1	-2	-3	2	-2	2	-4
CC(C)CNC(=O)N1c2ccccc2Sc2ccccc21	3	1.8	0.2	-2	6	-10	-1	-5	-19
CCN(CC)C(=O)Nc1ccc(Br)cc1	-2	-2.3	0.0	-2	3	-4	8	2	11
CCC(C(=O)NC1CCCC1)N(C(=O)Cn1nnc(-c2ccc(C)o2)n1)C(C)(C)C (stereo unspecified)	3	-2.8	0.0	2	7	0	0	1	-20
CC(C)(C)C(=O)N1c2ccccc2CCc2ccccc21	2	1.8	0.1	-2	11	-6	1	-2	-15
Cn1c(=O)c(N=O)c(N)n(Cc2ccccc2)c1=S	1	3.1	0.0	-3	-23	-3	2	-1	1
N#CC(C#N)=C1C=CC=CN1/C(=C\c1ccco1)C(=O)c1ccc(-c2ccccc2)cc1	7	4.8	0.2	2	2	-2	12	2	-22
CCN(CC)S(=O)(=O)c1ccc2c(c1)nc(CCC(=O)OCC(=O)Nc1cc(Cl)cc(Cl)c1)n2C	1	6.6	0.7	1	2	5	6	-3	10
CCOC(=O)Nc1ccc([N+](=O)[O-])cc1OC	-4	1.0	-0.1	-3	-2	1	3	0	-1
CCCOc1ccc(N2C(=O)CC(N3CCN(c4ccc([N+](=O)[O-])cc4)CC3)C2=O)cc1 (stereo unspecified)	1	0.8	0.3	3	-11	-19	3	3	-7
O=C(Nc1nnc(-c2ccc(F)cc2)o1)c1cccc([N+](=O)[O-])c1	-1	1.3	-0.1	19*	11	1	-8	7	126
CC(C)(C)n1nnnc1CN(Cc1ccco1)Cc1cc2cc3c(cc2[nH]c1=O)OCO3	-13	1.4	-0.1	1	-24	-16	-4	3	2
CCc1nc2c(sc3nc4c(cc32)COC(C)(C)C4)c(=O)n1CCN(CC)CC	0	0.7	-0.1	-3	1	-1	-2	1	10
COc1ccc(-c2noc(CN(C)C(=O)CCN3C(=O)[C@H]4CC=CC[C@H]4C3=O)n2)cc1	0	1.8	-0.2	1	-7	5	-10	-5	-22
CC1(C)Oc2ccc(NC(=O)C3COc4ccccc4O3)cc2O1 (stereo unspecified)	-3	1.5	0.1	-2	5	6	-3	-3	-6
S=C(Nc1cccc(Cl)c1)N1CCOCC1	-1	0.5	0.1	-2	-11	5	-1	1	17
O=C(COc1ccccc1F)Nc1ccc2c(c1)CCC2	x	x	0.3	x	-6	-1	x	x	0
Cc1ccccc1CSCC(Nc1ccc(C(=O)O)cc1[N+](=O)[O-])C(=O)O (stereo unspecified)	-2	2.8	0.2	3	-9	-8	2	-2	-5
CSc1ccc(Cl)c(C(=O)Nc2ccc(C)cn2)c1	1	0.3	-0.1	-2	7	0	-4	3	2
COc1ccc(N(C(=O)CNC(=O)c2ccco2)C(C(=O)NCC2CCCO2)c2ccccc2)c(OC)c1 (stereo unspecified)	-4	1.1	0.0	2	-1	11	-8	-6	10
COc1cc(/C=N/N2C(C)CCCC2C)cc(Br)c1O (stereo unspecified)	2	-1.2	0.0	1	-11	-3	1	5	5

Nothing new here: an excerpt of the list.
SMILES	TPT1 inhibitor	PP5 primary	Efflux pump inh	PP1 counter	proCasp7 act	procasp3 activ	HCV core dimer	Fh CTSL1 inh	JMJD2C inh
CC(C)(C)C(=O)N1c2ccccc2CCc2ccccc21	2	1.8	0.1	-2	11	-6	1	-2	-15
Cn1c(=O)c(N=O)c(N)n(Cc2ccccc2)c1=S	1	3.1	0.0	-3	-23	-3	2	-1	1
N#CC(C#N)=C1C=CC=CN1/C(=C\c1ccco1)C(=O)c1ccc(-c2ccccc2)cc1	7	4.8	0.2	2	2	-2	12	2	-22
CCN(CC)S(=O)(=O)c1ccc2c(c1)nc(CCC(=O)OCC(=O)Nc1cc(Cl)cc(Cl)c1)n2C	1	6.6	0.7	1	2	5	6	-3	10
CCOC(=O)Nc1ccc([N+](=O)[O-])cc1OC	-4	1.0	-0.1	-3	-2	1	3	0	-1
CCCOc1ccc(N2C(=O)CC(N3CCN(c4ccc([N+](=O)[O-])cc4)CC3)C2=O)cc1 (stereo unspecified)	1	0.8	0.3	3	-11	-19	3	3	-7
O=C(Nc1nnc(-c2ccc(F)cc2)o1)c1cccc([N+](=O)[O-])c1	-1	1.3	-0.1	19*	11	1	-8	7	126
CC(C)(C)n1nnnc1CN(Cc1ccco1)Cc1cc2cc3c(cc2[nH]c1=O)OCO3	-13	1.4	-0.1	1	-24	-16	-4	3	2
CCc1nc2c(sc3nc4c(cc32)COC(C)(C)C4)c(=O)n1CCN(CC)CC	0	0.7	-0.1	-3	1	-1	-2	1	10
COc1ccc(-c2noc(CN(C)C(=O)CCN3C(=O)[C@H]4CC=CC[C@H]4C3=O)n2)cc1	0	1.8	-0.2	1	-7	5	-10	-5	-22

Additional results:
SMILES	TPT1 inhibitor	PP5 primary	Efflux pump inh	PP1 counter	proCasp7 act	procasp3 activ	HCV core dimer	Fh CTSL1 inh	JMJD2C inh
COc1c(C)cc(Br)cc1C(=O)Nc1cccc(NC(=O)c2ccco2)c1	0	1.7	0.3	-1	-7	0	5	1	5&-8
COc1ccc(NS(=O)(=O)c2ccc(NC(=S)NC(=O)/C=C/c3ccccc3)cc2)nn1	1	0.3	0.1	6	-13	-4	17	6	3
Cc1ccc(C(=O)NCC(=O)NCC(=O)OCc2ccc(F)cc2)cc1	-4	-1.0	-0.1	0	5	0	0	-6	26
CCOc1ccc(CCNC(=O)CN2C(=O)COc3ccc(S(=O)(=O)N4CCOCC4)cc32)cc1	-2	1.9	-0.1	-3	4	6	-4	4	-14
Cc1cccc(-c2nc3ccccc3c(=O)n2NC(=O)Cc2ccc(Cl)cc2)c1	0	1.4	0.1	2	0	12	0	2	-1
Cc1ccc(NC(=O)CNC(=O)c2ccc(C(C)(C)C)cc2)cc1S(=O)(=O)N1CCOCC1	x	x	0.6	x	-3	6	x	x	-3
CCC(=O)Nc1sc2c(c1C#N)CCCCC2	4	1.6	0.0	-1	17	2	-3	6	17
